# KDM4E inh = qHTS Assay for Inhibitors of Human Jumonji Domain Containing 2E (JMJD2E) | Lysine-specific demethylase 4E (Homo sapiens), B2RXH2 | JMJD2E catalytic domain, FDH-coupled NADH fluorescence (FDH is formaldehyde dehydrogenase) | Potency, µM (highest dose often 57.1 µM), for the others: at the highest dose activity change, negative = inhibition, actives largely listed as inhibitors | 230,000 tested, 1.6% active; active = well fitted inhibition curve with a large enough effect, not every such curve was filed as active; inconclusive = small, poorly fitted or top-dose-only effect, or another doubt; inactive = no such curve, though single readings can be large or run the other way;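 note: 0% = wells with enzyme and -100% = buffer wells without enzyme; nearly all actives have a fitted effect of over 50% in size; many of its hits are not listed in these tables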
# SMN2 splice enh = qHTS Assay for Enhancers of SMN2 Splice Variant Expression; AID 1458, 2008; Potency, µM (highest dose often 46.1 µM), for inactives: top-dose activity change, positive = activation, hits mostly activators; 210,000 tested, 2.8% active; HEK293 SMN2-luciferase splicing reporter, luminescence, 30-36 h; note: % of control where 0% means no effect; nearly all actives have a fitted effect of over 55% in size
#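 HEK293 cells carry an SMN2 minigene-luciferase reporter in which exon 7 inclusion puts luciferase in frame. Cells were seeded at 2000 cells/well, attached for 10-12 hours, then exposed to compounds for 30-36 hours at 37C before ONE-Glo luminescence.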
# RECQ1 inh = qHTS Assay for Inhibitors of RecQ-Like Dna Helicase 1 (RECQ1); 240,000 tested, 0.54% active; Potency, µM (doses to about 57.3 µM), for inactives: top-dose activity, negative = inhibition, usual class: inhibitors; ATP-dependent DNA helicase Q1 (Homo sapiens), P46063; AID 2549, 2010; RECQ1 DNA unwinding, red fluorescence kinetic read;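 note: plate controls were vehicle for no effect and no enzyme for full effect; nearly all actives have a fitted effect of over 30% in size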
# Target sequence (P46063 whole entry, looked up): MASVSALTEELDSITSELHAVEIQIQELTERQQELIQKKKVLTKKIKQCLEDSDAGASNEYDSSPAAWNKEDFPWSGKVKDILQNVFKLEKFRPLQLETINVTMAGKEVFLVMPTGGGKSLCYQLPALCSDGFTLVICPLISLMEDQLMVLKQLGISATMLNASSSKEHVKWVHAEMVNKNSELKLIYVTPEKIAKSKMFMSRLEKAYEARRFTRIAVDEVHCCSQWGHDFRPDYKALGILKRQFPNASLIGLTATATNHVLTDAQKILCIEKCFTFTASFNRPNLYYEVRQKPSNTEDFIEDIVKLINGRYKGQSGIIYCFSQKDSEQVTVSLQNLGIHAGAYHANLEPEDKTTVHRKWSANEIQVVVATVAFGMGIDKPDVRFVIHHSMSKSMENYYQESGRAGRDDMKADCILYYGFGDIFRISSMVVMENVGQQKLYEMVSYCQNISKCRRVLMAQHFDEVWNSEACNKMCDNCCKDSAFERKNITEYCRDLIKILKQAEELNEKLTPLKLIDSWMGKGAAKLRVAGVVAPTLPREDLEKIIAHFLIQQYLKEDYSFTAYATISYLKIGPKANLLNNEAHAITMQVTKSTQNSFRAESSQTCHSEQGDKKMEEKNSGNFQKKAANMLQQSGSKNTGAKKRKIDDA
#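 RECQ1T1 50 nM; forked duplex (20 bp + 30-nt ss tails) 200 nM, ATP 2 mM final; pH 8.0, 2 mM MgCl2, 2.5 ug/ml poly(dI-dC); 15 min compound preincubation; discontinuous kinetic read over 2 h at RT.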
# TRb SRC2 PPI = qHTS for Inhibitors of the Interaction of Thyroid Hormone Receptor and Steroid Receptor Coregulator 2; 280,000 tested, 0.065% active; TRbeta-SRC2 peptide binding, fluorescence polarization; receptor liganded with 1 µM T3; Thyroid hormone receptor beta (Homo sapiens), P10828; Potency, µM (top dose mostly 106 µM), for inactives: top-dose activity change, negative = inhibition, most hits filed as inhibitors;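 note: plate controls were bound peptide for no effect and peptide without receptor for full effect; nearly all actives have a fitted effect of over 50% in size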
#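 Each compound concentration gave % activity, normalized to unbound and bound Texas Red SRC2 controls, from polarization read after 5 hr ambient incubation with T3-loaded human TRb LBD.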
# LMNA splice mod = qHTS Assay for Modulators of Lamin A Splicing; HeLa LMNA splicing GFP/RFP minigene ratio, 48 h; Potency, µM (highest dose often 46.1 µM), for the others: at the top dose ratio change, negative = inhibition, most hits filed as inhibitors; 200,000 tested, 0.01% active; active = well fitted inhibition curve with a large enough effect in the signal ratio, with a control signal flat, not every such curve was filed as active; inconclusive = small, poorly fitted or top-dose-only effect, or effect the other way, or a change in a side signal; the % refers to the signal ratio; note: % is set by controls: 0 for no effect and ±100 for the full control effect
#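 S3 HeLa cells stably expressing lamin A-EGFP splicing minigene plus DsRed2, 600 cells/well, 48 h compound exposure at 37C. Laser-scanning cytometry; analysed as GFP (500-530 nm)/RFP (575-640 nm) total intensity ratio; 0.5% DMSO vehicle.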
# GoLoco inh red = qHTS Assay for Inhibitors of RGS12 GoLoco Motif Activity (Red Fluorophore); Gai1:RGS12 GoLoco peptide FP, rhodamine, 10 min; Potency, µM (series often up to 61.6 µM), for the others: at the top dose activity, negative = inhibition, hits mostly inhibitors; 230,000 tested, 0.44% active; Guanine nucleotide-binding protein G(i) subunit alpha-1 (Homo sapiens), P63096; AID 880, 2007; active = well fitted inhibition curve with a large enough effect, not every such curve was filed as active; inactive = no such curve, though single readings can be large or run the other way; note: % is set by controls: 0 for no effect and ±100 for the full control effect; nearly all actives have a fitted effect of over 30% in size; many of its hits are not listed in these tables
# Target sequence (P63096 whole entry, looked up): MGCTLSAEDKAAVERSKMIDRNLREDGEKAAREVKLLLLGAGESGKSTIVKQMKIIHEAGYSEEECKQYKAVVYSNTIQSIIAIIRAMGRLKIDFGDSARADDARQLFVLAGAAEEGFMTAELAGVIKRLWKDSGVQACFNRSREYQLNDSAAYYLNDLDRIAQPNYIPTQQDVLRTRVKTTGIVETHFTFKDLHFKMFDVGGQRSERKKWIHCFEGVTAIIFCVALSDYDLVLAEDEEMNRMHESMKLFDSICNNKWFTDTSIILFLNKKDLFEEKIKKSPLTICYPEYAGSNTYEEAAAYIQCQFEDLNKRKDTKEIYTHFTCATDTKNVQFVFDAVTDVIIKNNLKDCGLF
# TexasRed fluor = Total Fluorescence Counterscreen for Inhibitors of the Interaction of Thyroid Hormone Receptor and Steroid Receptor Coregulator 2. TRb/SRC2 Texas Red total fluorescence interference. Potency, µM (doses to about 106 µM), for inactives: at the top dose fluorescence change, negative = quenching. 280,000 tested, 0.29% active. AID 1479, 2009; active = well fitted curve in either direction with a large enough effect; inconclusive = small, poorly fitted or top-dose-only effect; note: % is set by controls: 0 for no effect and ±100 for the full control effect
#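 Flags fluorescent or light-absorbing compounds by total fluorescence, S + 2P, at 555 nm excitation and 632 nm emission. Mixture: 20 nM Texas Red SRC2 peptide, 0.6 uM human TRb LBD, 1 uM T3, 5% DMSO; compound exposure 5 h at ambient temperature.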
# ALDH1A1 block = qHTS Assay for Inhibitors of Aldehyde Dehydrogenase 1 (ALDH1A1); Aldehyde dehydrogenase 1A1 (Homo sapiens), P00352; AID 1030, 2008; Potency, µM (highest dose often 75.3 µM), for inactives: at the highest dose activity, negative = inhibition, most hits filed as inhibitors; 220,000 tested, 7.3% active; Purified ALDH1A1, NADH fluorescence, propionaldehyde substrate; active = well fitted inhibition curve with a large enough effect, not every such curve was filed as active; inconclusive = small, poorly fitted or top-dose-only effect, or another doubt; inactive = no such curve, though single readings can be large or run the other way;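 note: plate controls were no enzyme wells and a reference inhibitor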
# Numbers without * were called inactive; i = inactive; ? = inconclusive; · = not tested or not shown; & = joins results of further samples; [ ] = remark or other dose. Unless noted, calls come from the whole dose curve; as a rule, active = well fitted curve in the direction sought with a large enough effect; inconclusive = small, poorly fitted or top-dose-only effect, or another doubt; inactive = no such curve, though single readings can be large; an effect the other way counts as inactive or inconclusive. Potency is the fitted concentration of half-maximal effect.
no.	mol	KDM4E inh	SMN2 splice enh	RECQ1 inh	TRb SRC2 PPI
1	O=C(CCS(=O)(=O)c1cccc2nonc12)NCc1ccc(Cl)cc1	-4%	-9%	3%	-8%
2	S=C(Nc1ccc(Cl)cc1)N1CCCCC1	13%	12%	-1%	1%
3	COc1cccc(Oc2nnnn2-c2ccccc2)c1	0%	·	0%	0%
4	CCn1cc(CN2CCN(Cc3ccc(C)o3)C(CCO)C2)c2ccccc21 (stereo not drawn)	-13%	·	-6%	-5%
5	CC(C)(C)NC(=O)NC(=O)COC(=O)Cn1cnc2ccccc2c1=O	5%	0%	-1%	4%
6	COC(=O)c1nnn(-c2nonc2N)c1CSc1nnc(C)s1	0%	-7%	0%	-10%
7	Cc1cc(OCC(=O)NCc2cccnc2)ccc1[N+](=O)[O-]	7%	-3%	i	9%
8	Cc1ccc(-c2nnc(SCc3ccccc3F)o2)cc1	-10%	11µM*	-20%	-9%
9	CNc1ncc(C(=O)c2ccccc2)s1	-8%	17%	4%	-13%
10	CC1CCCCN1C(=O)COc1ccc(F)cc1 (stereo not drawn)	7%	0%	i	2%
11	Cc1c(C(c2ccccc2O)c2c(C)n(C)n(-c3ccccc3)c2=O)c(=O)n(-c2ccccc2)n1C	-7%	·	-2%	1%
12	C/C=C\C(=O)Nc1cccc(C2=NOC3(C2)C[C@H](C(N)=O)N(C(=O)/C=C/CC)C3)c1 (stereo partly drawn)	5%	·	i	1%

no.	LMNA splice mod	GoLoco inh red	TexasRed fluor	ALDH1A1 block
1	-21%[9.22 µM]	-3%	-1%	8.9µM*
2	?	11%	0%	-3%
3	5%	·	1%	?
4	9%[46 µM]	20%	-7%	?
5	?	-11%	2%	4%
6	·	13%	0%	5%
7	-4%[46 µM]	1%	-2%	2%
8	?	22%	2%	-11%
9	0%	-4%	0%	0%
10	·	13%	-1%	2%
11	?	3%	-2%	8%
12	·	10%	1%	·

# Other entries
no.	mol	KDM4E inh	SMN2 splice enh	RECQ1 inh	TRb SRC2 PPI
13	CCCCCN1CN(S(=O)(=O)c2cccs2)c2nc3ccccc3nc21	?	·	-1%	-1%
14	CCCCc1nc2sc3c(=O)n(N)cnc3c2c2c1CCC2	5%	-9%	4%	-10%
15	Cc1ccnn1CCC(=O)O	1%	·	-3%	5%
16	O=[N+]([O-])c1ccc(CN2CCN(c3ccc4ccccc4n3)CC2)cc1	-23%	-11%	-11%	2%
17	CC(C)CNC(=O)COC(=O)c1cncc(Br)c1	-1%	·	-5%	-1%
18	CCc1nnc(NC(=O)CSc2nnc(COc3ccccc3)n2-c2ccc(C)cc2)s1	-7%	-10%	-3%	-3%
19	NNC(=O)/C(=C/c1cccs1)NC(=O)c1ccccc1Cl	22%	·	-8%	5%[53 µM]
20	O=C(NN=C1CCCCCC1)c1cc(-c2ccccc2)nc2ccccc12	-8%	13%	-16%	4%
21	Cc1nc(N2CCN(C(=O)CCC(=O)O)CC2)c2c(C)c(C)sc2n1	-3%	6%	9%	-9%
22	CCN(CC)N=Nc1ccc(S(=O)(=O)N2CCSC2C(=O)O)cc1 (stereo not drawn)	-5%	-8%	i	-2%
23	O=C(Nc1ccnc(-c2cccnc2)n1)c1cccc(Cl)c1Cl	-5%	-27%	-3%	-7%
24	CCn1nccc1C(=O)Nc1cc(Cl)cc(Cl)c1	2%	?	8%	-7%

no.	LMNA splice mod	GoLoco inh red	TexasRed fluor	ALDH1A1 block
13	·	-4%	1%	·
14	22%[46 µM]	5%	-1%	6%
15	·	-3%	-2%	·
16	4%[46 µM]	-5%	-2%	0%
17	6%	·	1%	-7%
18	3%	6%	-2%	14%
19	0%[46 µM]	6%	-1%[53 µM]	19%
20	4%	2%	-1%	0%
21	7%	-5%	-1%	4%
22	7%[46 µM]	9%	1%	-5%
23	12%	2%	-2%	-1%
24	-4%	5%	-2%	?

# Given with values under each structure: part of the list above
# Order of values – KDM4E inh	SMN2 splice enh	RECQ1 inh	TRb SRC2 PPI	LMNA splice mod	GoLoco inh red	TexasRed fluor	ALDH1A1 block
22: CCN(CC)N=Nc1ccc(S(=O)(=O)N2CCSC2C(=O)O)cc1 (stereo not drawn)
→ -5%	-8%	i	-2%	7%[46 µM]	9%	1%	-5%
23: O=C(Nc1ccnc(-c2cccnc2)n1)c1cccc(Cl)c1Cl
→ -5%	-27%	-3%	-7%	12%	2%	-2%	-1%
24: CCn1nccc1C(=O)Nc1cc(Cl)cc(Cl)c1
→ 2%	?	8%	-7%	-4%	5%	-2%	?

# The listing continues:
no.	mol	KDM4E inh	SMN2 splice enh	RECQ1 inh	TRb SRC2 PPI
25	O=C1CC(c2ccc(F)cc2)CC2=C1C(c1ccc([N+](=O)[O-])o1)Nc1ccccc1N2 (stereo not drawn)	4%	·	0%	3%
26	O=[N+]([O-])c1ccc(Nc2cccc(F)c2)nc1	-10%	-15%	-7%	-2%
27	O=C(/C=C\Nc1ccc(Br)cc1)c1cccnc1	-1%	·	-5%	-5%
28	COc1ccc(N(CC(=O)N2CCN(C)CC2)S(C)(=O)=O)cc1OC	4%	-8%	-6%	3%
29	O=C(NCc1ccco1)c1ccc(Cn2c(=S)[nH]c3ccccc3c2=O)cc1	-8%	-44%[inhibitor]	-6%	-1%
30	COC(=O)c1cc(NS(=O)(=O)c2ccc(Cl)c(N3C(=O)c4ccc(C(=O)O)cc4C3=O)c2)cc(C(=O)OC)c1	-6%	·	i	4%
31	COc1cc(OC)c2c(C)cc(=O)oc2c1C(CCN1CCOCC1)c1ccc2c(c1)OCO2 (stereo not drawn)	?	·	-3%	0%
32	CC(=O)c1ccc(NC(=S)NN2C(C)CCCC2C)cc1 (stereo not drawn)	3%	-12%	-2%	-3%
33	CC1CN(c2ccc(NC(=S)NNCCC#N)cc2)CC(C)O1 (stereo not drawn)	-10%	·	6%	-3%
34	CCN(CC)c1nc(N)n(CCSC(=S)N(C)C)c(=O)n1	3%	·	-12%	-2%
35	Cc1ccc(OC2C(O)COC2/C=C/C#Cc2ccc(C(C)(C)C)cc2)cc1 (stereo not drawn)	·	·	-3%&-6%[11.5 µM]	4%&9%[11.2 µM]
36	O=C1c2ccccc2C(O)(Cc2ccccc2)N1C1CCCCC1 (stereo not drawn)	0%	-22%	12%	-18%

no.	LMNA splice mod	GoLoco inh red	TexasRed fluor	ALDH1A1 block
25	·	-2%	0%	-5%
26	5%[46 µM]	12%	-1%	0%
27	9%	14%	-1%	8%
28	-3%	1%	-7%	13%
29	?	19%	-7%	4%
30	·	16%	-1%	·
31	·	14%	0%	·
32	-20%[9.22 µM]	-7%	-3%	-6%
33	·	4%	1%	·
34	·	6%	-4%	·
35	·	·	-12%&0%[11.2 µM]	1%&12%[13.5 µM]
36	2%	2%	0%	22µM*

# The list goes on:
no.	mol	KDM4E inh	SMN2 splice enh	RECQ1 inh	TRb SRC2 PPI
37	COc1ccc(OCC(O)CNC(=O)/C=C/c2cccc([N+](=O)[O-])c2)cc1 (stereo not drawn)	1%	-4%	11%	-3%
38	CC(C)C[C@H](NC(=O)[C@H](CCC(N)=O)NC(=O)[C@H](CCCCN)NC(=O)[C@H](CCC(N)=O)NC(=O)[C@@H](N)CCC(=O)O)C(=O)N[C@@H](CCC(N)=O)C(=O)O	·	3%	i	7%
39	CCOc1ccc(NC(=O)Nc2cc(C(C)C)ccc2C)cc1	10%	·	-5%	3%
40	C/C(Nc1ccc2oc(=O)ccc2c1)=C1/C(=O)CC2[C@@H]1C2(C)C (stereo partly drawn)	?	-1%	i	10%
41	Cc1ccc(S(=O)(=O)N2CCN(C(=O)CSc3ncc(C(F)(F)F)cc3Cl)CC2)cc1	-3%	-23%	-6%	-5%
42	CC(=O)c1nn(-c2ccccc2)cc1C(=O)c1cccc(Br)c1	7%	-7%	-3%	0%
43	O=C(OCC(=O)N1CCN(C(=O)c2ccco2)CC1)c1cc(-c2ccc(F)cc2)nc2ccccc12	?	-8%	-6%	-4%
44	CC(C)C(NC(=O)c1ccc(Cl)cc1)C(=O)NC1=NCCS1 (stereo not drawn)	5%	-3%	-7%	8%
45	CN(C)C(=O)c1ccccc1Sc1ccc(Cl)cc1Cl	-2%	-10%	-8%	-6%
46	COc1ccccc1C1C=C(c2ccc(Cl)cc2)Nc2nc(N3C(=O)CCC3=O)nn21 (stereo not drawn)	?	11%	i	-5%
47	O=C(O)c1ccccc1NSc1ccccc1[N+](=O)[O-]	?	16%	-3%	-7%
48	CCC(C)C(NC(=O)C(N)CC(C)C)C(=O)NC(CCC(=O)OCc1ccccc1)C(N)=O (stereo not drawn)	12%	-19%	i	-13%
49	Cc1ccc(NC2Sc3ccccc3NC2=O)cc1Cl (stereo not drawn)	3%	·	-22%	4%
50	Cc1ccc(-n2nc3c(c2NC(=O)c2ccc4c(c2)OCO4)CSC3)c(C)c1	?	3%	0%	3%

no.	LMNA splice mod	GoLoco inh red	TexasRed fluor	ALDH1A1 block
37	4%[46 µM]	0%	-7%	-10%
38	·	7%	-1%	6%
39	·	-6%	0%	·
40	·	-9%	-2%	4µM*
41	?	3%	1%	2.8µM*
42	7%	12%	-2%	15%
43	-19%	2%	-3%	?
44	-3%	-2%	1%	-8%
45	-1%	0%	-8%	?
46	10%	-5%	1%	?
47	·	5%	-2%	?
48	6%	1%	4%	1%
49	·	3%	-1%	·
50	-12%	-4%	1%	?

# Source: PubChem

# A portion of the library; the hit share may differ from the screen's.
